Assay outcomes from PubChem.
PglD DTNB = C. jejuni PglD acetyltransferase inhibitors, primary screen, biochemical, DTNB colorimetric, single point; purified PglD enzyme, DTNB colorimetric CoA detection; UDP-N-acetylbacillosamine N-acetyltransferase PglD (Campylobacter jejuni); AID 602405, 2012; inhibition, % at 12.5 µM; hit rate 0.098% among 360,000; in the data active = inhibition above about 16%, passing the limit was not always enough; inconclusive = no clear call, values can overlap the other calls; note: strong numbers were not always called active
FN deposit inh = inhibitors of fibronectin matrix deposition, primary screen, AH1F cells, Alexa488-fibronectin fluorescence, plate reader; AH1F fibroblasts, overnight; inhibition, % at 12.6 µM; hit rate 0.086% among 350,000;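 active = mean inhibition across replicates of 30% or more, regardless of how many single replicates reach that level; inconclusive = mean under 30% yet at least half of replicates reach 30%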;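 note: positive control wells lacked labelled fibronectin entirely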
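Assay system: AH1F fibroblasts assembling fluorescent fibronectin matrix; Amount: 10000 AH1F cells per well; Buffer or medium: DMEM, 2% serum; Probe or stimulus: Alexa488-fibronectin, 24 nM final in well; Doses: single compound dose, delivered by pin transfer; Incubation: 1 h adhesion, overnight exposure; Measured by: fluorescence 485/525 nm; Read-out: fibronectin deposition inhibition.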
ERAP1 HTS inh = human ERAP1 aminopeptidase inhibitors, primary screen, biochemical, single point, plate reader | inhibition, % at 10.7 µM | AID 652197, 2013 | Endoplasmic reticulum aminopeptidase 1 (Homo sapiens), Q9NZ08 | recombinant ERAP1, Leu-AMC fluorescence, 60 min | hit rate 0.15% among 340,000;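 active = mean replicate inhibition of at least 30%, or all replicates individually reaching that 30% level; inactive = mean below 30% and not every replicate reaching it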;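 note: 0% = neutral control wells and 100% = L-leucinethiol positive control wells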
Target sequence (Q9NZ08 whole entry, looked up): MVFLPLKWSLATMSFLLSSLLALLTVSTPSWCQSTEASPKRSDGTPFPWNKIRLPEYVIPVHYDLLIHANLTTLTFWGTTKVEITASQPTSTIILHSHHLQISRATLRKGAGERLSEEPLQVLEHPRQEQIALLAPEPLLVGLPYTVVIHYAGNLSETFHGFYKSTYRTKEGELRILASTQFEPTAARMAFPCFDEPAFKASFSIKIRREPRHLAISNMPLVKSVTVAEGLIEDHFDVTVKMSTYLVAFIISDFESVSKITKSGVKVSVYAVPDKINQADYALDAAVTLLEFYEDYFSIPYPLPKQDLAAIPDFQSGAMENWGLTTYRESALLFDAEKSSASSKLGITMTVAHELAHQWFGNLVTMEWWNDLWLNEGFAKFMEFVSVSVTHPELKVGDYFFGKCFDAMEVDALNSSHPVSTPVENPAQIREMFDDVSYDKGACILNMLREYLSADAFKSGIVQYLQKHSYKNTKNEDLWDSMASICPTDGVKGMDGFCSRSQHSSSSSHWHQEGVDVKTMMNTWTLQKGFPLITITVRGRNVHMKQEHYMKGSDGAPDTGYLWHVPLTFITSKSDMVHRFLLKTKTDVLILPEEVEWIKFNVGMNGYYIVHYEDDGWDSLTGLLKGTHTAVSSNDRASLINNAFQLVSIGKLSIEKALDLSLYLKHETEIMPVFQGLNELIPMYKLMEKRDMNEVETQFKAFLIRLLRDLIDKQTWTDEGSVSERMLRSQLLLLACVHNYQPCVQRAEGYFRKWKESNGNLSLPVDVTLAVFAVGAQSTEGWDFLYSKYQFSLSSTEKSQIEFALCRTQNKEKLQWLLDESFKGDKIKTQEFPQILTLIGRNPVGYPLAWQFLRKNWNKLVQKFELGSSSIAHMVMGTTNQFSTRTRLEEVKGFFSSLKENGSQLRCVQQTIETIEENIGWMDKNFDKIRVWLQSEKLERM
S100A4 MyoIIA = inhibitors of S100A4-myosin IIA peptide binding, primary screen, biochemical, fluorescence polarization, TAMRA-MyoIIA peptide; Protein S100-A4 (Homo sapiens), P26447; inhibition, % at 10.7 µM; hit rate 0.14% among 360,000;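 active = mean inhibition of at least 70% across replicates, with every replicate also reaching that level; inconclusive = mean inhibition reaches 70% but some replicates fall short; inactive = mean inhibition below 70%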
Target sequence (P26447 whole entry, looked up): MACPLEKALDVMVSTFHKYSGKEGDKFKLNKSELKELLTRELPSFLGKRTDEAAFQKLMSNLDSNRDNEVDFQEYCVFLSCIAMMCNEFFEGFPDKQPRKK
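Material: human S100A4 monomer with TAMRA-labelled myosin IIA peptide; buffer or medium: HEPES pH 7.2 with CaCl2, KCl, NaCl, DTT, Triton; compound dosing: one concentration per compound; schedule: 5 min incubation before reading; benchmarks: neutral control DMSO, positive control TFP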
PAX8 inh HTS = inhibitors of PAX8-driven TPO luciferase reporter, primary screen, RMG-I cells, single concentration | SteadyGlo, 24 h | inhibition, % at 12.6 µM | hit rate 1.2% among 360,000 | AID 652154, 2013;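 active = mean replicate inhibition at least 60% with every replicate also reaching 60%; inconclusive = only one of the two criteria is met; inactive = mean below 60% and not all replicates reaching 60%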;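 note: luciferase light reporting Pax8 driven TPO promoter activity; plate controls were median of neutral control wells for no effect and mitoxantrone controls for full effect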
EWS-Fli inh = EWS/Fli-driven NR0B1 reporter inhibitors, primary screen, A673 cells, NR0B1 luciferase, luminescence, MLPCN library | hit rate 0.67% among 350,000 | inhibition, % at 12.6 µM | viability-normalised;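 active = mean inhibition of at least 50% after viability correction, with every replicate also passing that limit; inconclusive = mean reaches 50% but only one of two replicates passes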;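 note: firefly luciferase signal divided by Alamar Blue viability fluorescence both relative to DMSO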
LGR2 antag = inhibitors of bursicon-induced LGR2 CRE-luciferase signal, primary screen, cell-based, HEK293, CRE-luciferase reporter, bursicon stimulation. Drosophila bursicon receptor LGR2 (rickets). bursicon-stimulated, 4 h. inhibition, % at 9.99 µM. hit rate 0.35% among 380,000. AID 720647, 2013;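 active = drop in luminescence signal, shown as inhibition above about 50% in the replicate tests, limit read from the data, passing the limit was not always enough; inconclusive = probably only some replicates passing the limit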;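 note: agonist challenge used bursicon conditioned medium at about half maximal strength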
PGC1a acetyl inh = inhibitors of PGC1a acetylation signal, primary screen, cell-based, U2OS, AlphaScreen, inhibitor mode | AlphaScreen anti-acetyl-lysine; with virally co-expressed GCN5 acetyltransferase | inhibition, % at 15.6 µM | hit rate 0.17% among 350,000;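 active = every replicate shows inhibition of at least 40%; inconclusive = mean inhibition at least 40% but some replicate below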;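 note: 0% = neutral control wells and 100% = positive control wells; some results beyond the cut were filed as inactive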
An asterisk follows results filed as active; ? = inconclusive; . = no result given.

The first three records (preview)
Order of values – LGR2 antag	PGC1a acetyl inh	ERAP1 HTS inh	FN deposit inh	PAX8 inh HTS	PglD DTNB	S100A4 MyoIIA	EWS-Fli inh
O=C(O)CSCC(=O)NCc1c(Cl)cccc1Oc1ccccc1
→ .	3	.	-4	19	-3	1	10
CCN(CC)CCNc1nc(-c2ccc(OC(F)F)cc2)c(C)s1
→ 17	.	4	6	-11	.	2	8
CCNC(=O)C[C@H]1CC[C@@H]2[C@H](COC[C@@H](O)CN2C(=O)CC)O1
→ -25	2	0	-5	1	1	-14	6

Results, from the start:
Order of values – LGR2 antag	PGC1a acetyl inh	ERAP1 HTS inh	FN deposit inh	PAX8 inh HTS	PglD DTNB	S100A4 MyoIIA	EWS-Fli inh
O=C(O)CSCC(=O)NCc1c(Cl)cccc1Oc1ccccc1
→ .	3	.	-4	19	-3	1	10
CCN(CC)CCNc1nc(-c2ccc(OC(F)F)cc2)c(C)s1
→ 17	.	4	6	-11	.	2	8
CCNC(=O)C[C@H]1CC[C@@H]2[C@H](COC[C@@H](O)CN2C(=O)CC)O1
→ -25	2	0	-5	1	1	-14	6
C=C1C(=O)N(C)CCC1C(CC)C(=O)OC (centres undefined)
→ -2	0	-3	.	-2	3	0	0
O=C(COc1ccc(C(=O)Nc2ccc(Cl)cc2)cc1)NCc1ccccc1
→ -6	-21	0	6	10	-2	0	-27
O=C(Nc1ccc2c(c1)OCCO2)NC1(C(F)(F)F)Oc2ccccc2O1
→ ?	11	-4	13	-78	.	-3	42
CNC[C@@H]1Oc2ccc(NS(=O)(=O)c3ccc(OC)cc3)cc2C(=O)N([C@@H](C)CO)C[C@@H]1C
→ -15	11	0	3	2	10	14	-3
Cc1c(NS(=O)(=O)c2cccc(C(=O)N3CCC(C(N)=O)CC3)c2)c(=O)n(-c2ccccc2)n1C
→ -11	-6	2	2	-3	-4	6	-3
COc1ccc(-c2ccc3c(c2)O[C@H](CN(C)CC2CCOCC2)[C@@H](C)CN([C@@H](C)CO)S3(=O)=O)cc1
→ 15	2	-1	3	.	0	-9	24
O=[N+]([O-])c1cccc(/C=N/Nc2nc(N3CCOCC3)nc(N3CCOCC3)n2)c1
→ .	.	4	4	2	.	0	3
Cc1ccc(Sc2ncnc3onc(C)c23)c(C)c1
→ 28	?	3	-4	-12	.	3	-9
CCOC(=O)c1c(C)[nH]c(N=Nc2ccc(C)cc2C)c1C
→ .	-8	.	-5	-73	-3	.	.
CO[C@@H]1CN(C)C(=O)c2ccc(NC(=O)C3CCC3)cc2OC[C@@H](C)N(Cc2nccs2)C[C@H]1C
→ -3	.	1	2	5	0	0	-2
COC(=O)N1Cc2ccnnc2CC1c1ccccc1Br (centres undefined)
→ 7	.	3	-3	-8	.	0	-3
Cc1c(NC(=O)/C=C/c2cn(-c3ccccc3)nc2-c2ccc(F)cc2)c(=O)n(-c2ccccc2)n1C
→ 3	1	1	-9	10	-7	-1	2
Cc1ccc(S(=O)(=O)Nc2ccc3c(c2)C(=O)N([C@@H](C)CO)C[C@H](C)[C@@H](CN(C)S(=O)(=O)c2ccccc2)OCCCC[C@@H](C)O3)cc1
→ 8	-7	0	-3	50	-1	-10	8
C[C@@H]1CN([C@H](C)CO)C(=O)CCCn2nncc2CO[C@@H]1CN(C)Cc1ccc(C(=O)O)cc1
→ -9	9	-2	5	-14	.	2	-7
COc1ccc(NC(=O)CSc2nnc(-c3ccccc3C)n2N)cc1OC
→ .	-3	.	14	5	-9	.	.
O=C(NCCCN1CCOCC1)/C(=C/c1ccco1)NC(=O)c1ccccc1
→ 2	.	-3	3	-4	-2	-1	2
COc1ccc(OCc2nnc(SCC(=O)N3CCCCC3)o2)cc1
→ -1	-2	-5	2	-14	-3	18	6

Another view of some results above.
canonical_smiles	LGR2 antag	PGC1a acetyl inh	ERAP1 HTS inh	FN deposit inh	PAX8 inh HTS	PglD DTNB	S100A4 MyoIIA	EWS-Fli inh
Cc1ccc(Sc2ncnc3onc(C)c23)c(C)c1	28	?	3	-4	-12	.	3	-9
CCOC(=O)c1c(C)[nH]c(N=Nc2ccc(C)cc2C)c1C	.	-8	.	-5	-73	-3	.	.
CO[C@@H]1CN(C)C(=O)c2ccc(NC(=O)C3CCC3)cc2OC[C@@H](C)N(Cc2nccs2)C[C@H]1C	-3	.	1	2	5	0	0	-2

Next structures:
Order of values – LGR2 antag	PGC1a acetyl inh	ERAP1 HTS inh	FN deposit inh	PAX8 inh HTS	PglD DTNB	S100A4 MyoIIA	EWS-Fli inh
O=C(NCc1cccnc1)Nc1cccc(Cl)c1Cl
→ 1	.	0	4	.	-2	0	.
C[C@H](CO)N1C[C@H](C)[C@@H](CN(C)Cc2ccc(-c3ccccc3)cc2)Oc2ccc(NS(=O)(=O)c3ccccc3)cc2C1=O
→ 6	-6	1	.	-4	1	51	7
COc1cc(C#Cc2c(-c3cncn3C)n(C)c3ccc(-c4cnc(OC)nc4)cc23)cc(OC)c1
→ 47	.	-6	-3	40	4	-2	31
COc1ccccc1Nc1nc(NCCO)nc(N2CCCC2)n1
→ -19	.	2	0	-39	0	0	4
O=C(OCc1ccccc1)N1CCC2CC1c1c(-c3ccc(C(F)(F)F)cc3)cccc12 (centres undefined)
→ 4	-7	-11	-2	-4	4	-10	11
O=C(NC(c1ccccc1)c1ccccc1)N1CCOCC1
→ -2	.	5	-1	-3	.	2	-2
COC(=O)C[C@@H]1CC[C@H]2[C@@H](COc3ccc(NC(=O)c4cnccn4)cc3C(=O)N2C)O1
→ 7	1	-1	-2	4	-1	12	-16
CN(C)CCCNCCCNC(=O)/C=N/O
→ 7	-2	1	.	.	-3	-1	6
CCc1nc2c(OCc3ccc(C(F)(F)F)cc3)cccn2c1N(C)C(=O)C(C)C
→ -14	34	-2	.	15	-5	-1	11
Cc1onc(-c2ccccc2Cl)c1C(=O)OCC(=O)c1ccccc1
→ -3	1	-1	.	.	-3	-2	7
Cc1cccc(-c2nnc(SCc3ccc(C#N)cc3)n2Cc2ccco2)c1
→ -22	-3	.	9	.	4	.	.
CC(C)C(=O)Nc1ccc2c(c1)C(=O)N(C)[C@H]1CC[C@H](CC(=O)NCCc3ccccc3)O[C@@H]1CO2
→ -3	-5	.	10	-2	2	.	-9
COc1ccc(CNc2nc(=S)[nH]c3cc(OC)c(OC)cc23)cc1
→ -23	-9	1	4	-8	-4	-2	13
O=C(C[C@@H]1CC[C@@H]2[C@H](COC[C@H](O)CN2C(=O)c2ccccc2F)O1)N1CCOCC1
→ -3	0	-3	-2	3	0	-1	-2
CC(C)Cn1c(N)c(C(=O)CSc2ncccn2)c(=O)n(C)c1=O
→ -13	4	-2	1	0	7	1	-20
C[C@@H]1CN([C@@H](C)CO)C(=O)c2cc(NS(C)(=O)=O)ccc2O[C@@H]1CN(C)C(=O)Nc1ccc(F)cc1
→ 3	2	-3	.	-10	5	-7	14
CCn1cc(C(=O)NCCCOC)c(=O)c2cc(S(=O)(=O)N(C)C3CCCCC3)ccc21
→ 0	.	-2	-7	-9	-3	1	15
O=C1NC[C@H](Cc2ccc(O)cc2)N(C[C@@H]2CCCN2C[C@H](Cc2ccccc2)N2C[C@H](Cc3ccc(O)cc3)N(CC3CCCCC3)C(=O)C2=O)C1=O
→ -5	.	3	-2	-7	.	-2	6
C[C@@H]1CN([C@H](C)CO)C(=O)c2cccc(NC(=O)c3cnccn3)c2O[C@@H]1CN(C)CC1CC1
→ -16	0	-3	.	.	4	16	4
Cc1ccc2[nH]c(C)c(CCNC(=O)NC3CCCCC3)c2c1
→ 1	32	-3	-4	-3	0	0	-9
CC(C)NC(=O)COc1coc(CN2CCN(C(=O)c3ccco3)CC2)cc1=O
→ 10	11	-9	-3	-7	-5	-6	5
COc1ccc(-c2ccc3n(c2=O)C[C@@H]2[C@@H](CO)[C@H](C(=O)NC4CCC4)N(S(C)(=O)=O)[C@H]32)cc1
→ -4	.	-2	.	.	0	5	-5
COc1cc(/C=C(\C#N)C(=O)NC(C)C)ccc1OCc1ccc(C(=O)O)cc1
→ 3	7	-5	2	-30	-4	-3	-34
C[C@@H]1C(c2cccc(Cl)c2)=NN(c2ccccc2)[C@H]1C(=O)N1CCOC1=O
→ 13	5	.	.	27	3	1	4
CCCCN(CCCNC(=O)C1CCCN(S(=O)(=O)CCC)C1)Cc1ccccc1 (centres undefined)
→ -1	.	-5	-2	13	-5	4	-3
CCCC1=Nc2cc(C(=O)N3CCC(C(N)=O)CC3)ccc2Sc2ccccc21
→ 1	-6	-2	-3	6	-2	-9	0
Cc1ccc(Sc2ncccc2NC(=O)c2ccccc2Cl)cc1
→ .	-5	.	0	-6	8	0	1
Nc1nc(Nc2ccccc2F)nc(N2CCOCC2)c1[N+](=O)[O-]
→ -19	4	6	13	-2	.	-2	9
Cc1c(C=O)c(C=O)c(C)n1Cc1ccccc1
→ 35	33	9	.	.	0	-3	.
COc1cc(OC)c(C(=O)OCC(=O)NC23CC4CC(CC(C4)C2)C3)cc1OC
→ 2	-7	3	7	-13	9	-4	2
CCOC(=O)c1c(-c2ccc(OC)cc2)oc2cc(Br)c(O)cc12
→ -3	-18	-3	-1	-3	4	-2	35
CC(=O)c1sc(N/N=C/c2cccc([N+](=O)[O-])c2)nc1C
→ -31	.	0	-2	-56	-1	-2	-58
CCN(CC)S(=O)(=O)c1cccc(-c2nnc(SCC(=O)NC)n2N)c1
→ .	.	-1	8	-4	.	0	2
CCOC(=O)c1nc(-c2ccc3c(c2)OCO3)[nH]c1C
→ -22	-11	1	-1	-64	-2	0	-41
CC(=O)Nc1cccc(C(=O)OC(C)C(=O)Nc2ccc(S(=O)(=O)N3CCCC3)cc2)c1 (centres undefined)
→ 8	0	0	4	-5	5	-8	1
O=C(c1ccccc1)N1CC[C@@H]2[C@H](CO)Nc3ccc(C#CC4CCCCC4)cc3[C@@H]21
→ -9	-5	-3	19	.	.	15	.
Oc1c(C(Nc2nccs2)c2ccc(C(F)(F)F)cc2)ccc2cccnc12 (centres undefined)
→ 21	12	-4	13	85*	.	-22	?
Cc1ccc(N2C(=O)N(CC(=O)Nc3ccc(C)cc3Cl)C(=O)C2C)cc1 (centres undefined)
→ 16	0	3	10	-10	0	0	-3
COc1cccc(N2[C@@H](CC(=O)O)c3ccccc3S2(=O)=O)c1
→ 6	.	2	11	8	-3	-1	12
COc1ccc(-c2ccc([C@@H]3[C@H]4CN(C(=O)c5ccc(F)cc5)CCCCN4[C@H]3CO)cc2)cc1
→ 12	-3	-1	.	-9	-3	5	.
